Source: PubChem BioAssay (several laboratories)
FBA Mtb inh: Mtb fructose-bisphosphate aldolase inhibition; P9WQA3; purified M. tuberculosis FBA, fluorescence read-out; inhibition, % at 1 µM; hit rate 2.3% among 360,000; in the data active = inhibition above about 27%;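 also: 0% = vehicle and 100% = reference inhibitor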
MazF activator: MazEF (E. coli) toxin RNase activation; FAM/BHQ RNA-DNA oligo cleavage fluorescence, 5 h; activation, % at 20 µM; hit rate 0.32% among 350,000; in the data active = activation above about 50%
Target sequence (P0AE70 whole entry, looked up): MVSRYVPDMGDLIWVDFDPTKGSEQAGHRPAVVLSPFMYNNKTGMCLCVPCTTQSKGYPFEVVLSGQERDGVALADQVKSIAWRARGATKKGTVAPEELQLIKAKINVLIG
Rv3671c protease: Rv3671c (M. tuberculosis) protease inhibition; AID 2606; inhibition, % at 5.96 µM; hit rate 0.048% among 320,000; P9WHR9; in the data active = inhibition above about 38%;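 also: extracellular domain of Rv3671c used as enzyme; 0% = enzyme with DMSO and 100% = no enzyme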
Mtb UGM inh: inhibitors of M. tuberculosis UDP-galactopyranose mutase | purified UGM, fluorescence polarization probe displacement | AID 504406 | inhibition, % at 10 µM | hit rate 0.06% among 320,000; in the data active = inhibition above about 10%, passing the limit was not always enough; inconclusive = no clear call, values can overlap the other calls
Target sequence (P9WIQ1 whole entry, looked up): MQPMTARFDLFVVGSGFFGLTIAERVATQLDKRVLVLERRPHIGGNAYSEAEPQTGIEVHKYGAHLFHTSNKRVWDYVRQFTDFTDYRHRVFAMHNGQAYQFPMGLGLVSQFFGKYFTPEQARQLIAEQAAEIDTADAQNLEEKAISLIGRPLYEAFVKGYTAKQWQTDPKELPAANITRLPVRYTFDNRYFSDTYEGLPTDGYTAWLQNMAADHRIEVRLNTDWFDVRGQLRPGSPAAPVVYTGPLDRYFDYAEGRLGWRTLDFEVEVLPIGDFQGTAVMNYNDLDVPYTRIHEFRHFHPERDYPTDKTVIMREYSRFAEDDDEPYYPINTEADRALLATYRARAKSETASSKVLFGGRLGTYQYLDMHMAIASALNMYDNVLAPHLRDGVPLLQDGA
BoNT F protease: BoNT F light chain protease inhibition; inhibition, % at 10 µM; Multiplex microsphere protease cleavage assay, flow cytometry; hit rate 0.22% among 360,000; in the data active = inhibition above about 35%, passing the limit was not always enough; inconclusive = no clear call, values can overlap the other calls; also: plate controls were buffer without enzyme for full effect and enzyme alone for no effect
BioA inh: inhibitors of Mycobacterium tuberculosis BioA enzyme | purified M. tuberculosis BioA enzyme, plate reader | inhibition, % at 9.99 µM | hit rate 0.096% among 360,000; in the data active = inhibition above about 40%; inconclusive = no clear call, values can overlap the other calls
GDH-TPI inh: GDH-TPI coupled enzyme inhibition counter-screen. GDH-TPI coupled enzyme counterscreen, NADH absorbance. inhibition, % at 4.8 µM. AID 588335. hit rate 1.2% among 360,000;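 also: 0% = DMSO wells and 100% = wells lacking the enzyme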
DUSP3 inh: DUSP3 (human) phosphatase inhibition; P51452; hit rate 0.52% among 290,000; recombinant VHR phosphatase, pNPP absorbance; inhibition, % at 13.3 µM; in the data active = inhibition above about 50%; also: some compounds called inactive have numbers as strong as hits
Target sequence (P51452 whole entry, looked up): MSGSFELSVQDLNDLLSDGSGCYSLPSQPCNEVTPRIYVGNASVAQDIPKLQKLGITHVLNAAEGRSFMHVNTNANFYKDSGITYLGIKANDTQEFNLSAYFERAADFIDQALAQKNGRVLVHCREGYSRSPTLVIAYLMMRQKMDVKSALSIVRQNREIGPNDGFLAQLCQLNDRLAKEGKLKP
CCHFV vOTU inh: CCHFV vOTU protease inhibition; Pep-AMC fluorescence; inhibition, % at 11.5 µM; hit rate 0.55% among 370,000; AID 651958; also: 0% = vehicle wells with enzyme and 100% = no enzyme wells
FadD28 FP inh: blocks FadD28 binding to the bisubstrate probe | fluorescence polarization | hit rate 0.22% among 360,000 | inhibition, % at 12.5 µM; in the data active = inhibition above about 8.5%, passing the limit was not always enough; inconclusive = no clear call, values can overlap the other calls
Starred values were filed as active, the others as inactive; ? = inconclusive; . = no result given. Rule as the data show it, unless noted: active = inhibition above about 30%; inactive = the rest.

Each structure is followed by: FBA Mtb inh, MazF activator, Rv3671c protease, Mtb UGM inh, BoNT F protease, BioA inh, GDH-TPI inh, DUSP3 inh, CCHFV vOTU inh, FadD28 FP inh
COc1cccc(CNC(=O)Cn2cc3c(n2)CCCC3)c1
  0, 7, 0, 3.0, -13, -2.1, 5, 24, 8, -1.2
CC(Sc1nc(-c2ccccc2)cc(C(F)(F)F)n1)C(=O)O (centres undefined)
  4, 10, 9, -0.3, -6, ., 3, 8, -11, -1.5
CC(=O)NC(CC(=O)N(Cc1ccccc1)c1cccc(C)c1)c1ccccc1 (centres undefined)
  0, 3, -2, 2.1, -8, 1.9, -3, 1, -4, -0.1
C/C(=N\NC(=O)CN1CCN(S(=O)(=O)c2ccc(C)cc2)CC1)c1ccc(O)cc1
  1, 14, 10, -0.5, -1, 4.4, 14, 0, -1, -0.3
Cc1ccc(C)c(OCc2nnc(NC(=O)c3ccc4c(c3)OCO4)s2)c1
  0, -84, 1, -0.4, 1, ., 2, -12, -1, -1.0
O=S1(=O)CCN(Cc2ccccc2Cl)CC1
  0, 4, -13, 0.2, 0, ., 1, 12, 5, 0.0
CC(=O)Nc1ccc(-c2ccnc3c2CC(C(=O)NCc2ccccc2)O3)cc1 (centres undefined)
  7, ., ., ., -4, -0.1, -18, ., 14, -4.2
CCOc1ccccc1CN1CCNC(=O)C1CC(=O)NCc1nccn1CC (centres undefined)
  0, -3, 2, 6.3, -4, -1.2, 3, 4, -5, 1.2
CCOC(=O)N1CCN(C(=O)CNS(=O)(=O)c2cccs2)CC1
  -4, 1, -5, -0.8, 12, -0.5, -4, 4, -21, -0.8
O=C(CCN1CCN(c2ccccc2)CC1)Nc1ccc2c(c1)OCO2
  0, -2, 3, -0.9, -13, 1.3, 2, 9, 9, -2.8
COc1cc(C(=O)NC2CCN(C)CC2)ccc1Nc1ncc2c(n1)N(C1CCCC1)CCC(=O)N2C(C)C
  4, 25, ., ., -16, 30, 27, ., ., 0.5
COc1ccc2ccccc2c1CN1CCN(C(=O)c2ccco2)CC1
  -2, -5, 1, -2.0, 1, -0.7, 3, 25, 13, -2.1
CCCn1c(NCc2cccs2)nc2ccccc21
  3, -7, 4, 2.4, 1, 0.5, 1, 26, 1, -3.1
CC(=O)Oc1ccccc1Cn1c(C)c(C(=O)NCc2cccc([N+](=O)[O-])c2)sc1=O
  -2, ., ., ., -12, 4.3, 4, ., -3, -0.7
COc1cc([N+](=O)[O-])cc(/C=C2/SC(=S)N(Cc3ccccc3)C2=O)c1O
  -4, -18, -148, -7.0, -28, 0.8, 18, 7, 3, 47*
Cc1ccc(C)c(NC(=O)CN(C)C(=O)c2oc3c(Cl)cccc3c2C)c1
  2, -24, -7, 0.1, -5, -0.1, -13, ., 3, -2.1
O=C(CN(C(=O)c1nsc(Cl)c1Cl)c1ccc(F)cc1)NC1CCCC1
  -1, 7, -1, 6.3, -4, -1.3, 5, 20, 0, .
CCN(CC)C(=O)c1n[nH]c(=O)c2ccccc12
  0, -6, -1, 1.7, 3, -0.6, 10, -2, 8, -1.4
Cc1ccc(C(=O)N2CCNC(=O)C2CC(=O)Nc2ccccc2)cc1 (centres undefined)
  -2, 11, 4, -6.5, -5, 1.9, -2, 19, 12, 1.6
COc1ccc(S(=O)(=O)N2CCOCC2)cc1NC(=O)c1sccc1C
  -3, 0, 0, -0.6, 0, -2.4, 10, ., 12, -0.8
CC(C)(C)C(=O)Nc1cc2nn(-c3ccccc3)nc2cc1Cl
  19, -3, ., ., 4, -3.9, 6, -13, -4, -0.7
Cc1cc(-c2nsc(=O)o2)c(S(C)(=O)=O)s1
  0, 10, -7, -0.6, ?, -6.0, 0, 1, 13, -0.2
Cc1cc(C(=O)COC(=O)CC2Sc3ccccc3NC2=O)c(C)n1-c1cccc(C(F)(F)F)c1 (centres undefined)
  -1, -1, -29, 0.5, 0, -1.8, 9, -4, 0, -1.4
Cc1ccc2cc3cc(C(=O)NC4CC4)oc3nc2c1
  19, 12, 8, -0.3, -2, -1.4, 49*, -21, -5, -4.0
COCCNC(=O)c1cc(-c2cccc(OC)c2)on1
  3, -6, -2, 2.7, 0, -2.8, 15, -15, -6, -1.0
CC(C)CN1C(=O)c2ccc(NC(=O)c3cccs3)cc2C1=O
  18, 7, -7, -1.6, -1, 0.0, 16, 17, -29, 0.1
O=S1(=O)c2cccc3cccc(c23)N1CCBr
  3, 7, -10, 0.3, 2, 2.2, -2, -20, -21, .
C=CCn1c(N)c(C(=O)NCCC2=CCCCC2)sc1=S
  2, -3, -4, 1.2, -4, 0.6, 35*, -11, -13, 1.0
O=C(NC1CCCCC1)C(c1ccco1)N(C(=O)c1csnn1)c1ccccc1 (centres undefined)
  -3, 4, -3, 1.0, -10, 0.9, 3, 33, 6, -4.7
CN(C)c1ccc(/C=C2\NC(=S)N(Cc3ccccc3)C2=O)cc1
  -32, 56*, 3, -4.1, 36*, ., 7, 29, 4, 0.0
O=C(Nc1nnc(COc2ccc(F)cc2)s1)Nc1ccccc1F
  0, -4, 4, 2.5, 0, -1.0, 7, 25, 2, -5.1
CC1=CC(C)(C)N(C(=O)c2ccc(F)cc2)c2cc3c(cc21)OCO3
  0, 2, 5, -0.3, 2, ., 2, 6, -6, -0.6
CCn1c(SCC(=O)Nc2nccs2)nnc1-c1cc2cccc(OC)c2o1
  1, 0, ., ., 5, ., -3, 9, 0, -2.5
CCOC(=O)C(O)(c1ccc(N(CC)S(=O)(=O)c2ccccc2)cc1)C(F)(F)F (centres undefined)
  6, 6, -3, -0.1, 2, -0.1, 2, 0, 19, -0.8
Cc1ccc(C(=O)NCN2CCN(c3ccccc3)CC2)cc1
  -3, 5, ., ., 9, 0.6, -1, ., 5, -2.4
Cn1cc(C(=O)N2CCN(c3ccccn3)CC2)c(=O)c2cc(S(=O)(=O)N3CCOCC3)ccc21
  -3, 0, 4, 0.6, -11, 0.2, 25, 22, 19, -0.1
COCCCNC(=O)c1cc2cc(Br)ccc2oc1=O
  1, 5, -3, 3.6, 0, ., -1, -4, -5, -1.9
Cc1ccc(C(=O)N/C(=C/c2cccs2)C(=O)NCCc2c[nH]c3ccccc23)cc1
  0, 0, 6, 1.5, -8, -0.1, 5, 2, 0, -0.7
Cc1nnc(NC(=O)CSc2nnc(CNC(=O)c3ccc(F)cc3)o2)s1
  6, 1, 7, 7.1, ., -1.4, 6, 37, 0, -2.0
Cc1ccc(N2CN(Cc3cccnc3)CNC2=S)cc1
  0, -8, -8, 1.3, 0, 1.4, 6, 8, -13, 0.3
CN(C)CCN(C(=O)c1ccc(N2C(=O)CCC2=O)cc1)c1nc2cc3c(cc2s1)OCO3
  2, 6, -13, 0.2, -2, -0.6, 21, 15, 3, -1.4
O=C(COc1ccc(Br)cc1)Nc1nnc(C2CC2)s1
  1, -5, -13, 0.5, -5, 1.2, 15, ., 7, 0.1
O=C(NCCCN1CCN(c2ccc(F)cc2)CC1)C1CCCN(c2ncnc3c2nc2n3CCCCC2)C1 (centres undefined)
  -1, 7, 3, 2.9, 4, -0.9, -4, -7, 9, -3.4
CC(=O)N1c2ccc(S(=O)(=O)N3CCCC(C(=O)N4CCCCC4)C3)cc2CC1C (centres undefined)
  1, 12, -4, 0.5, 1, 0.2, -15, -2, -1, -2.2
Cc1ccc(OCC(=O)Nc2ccc(C(=O)O)cc2NC(=O)COc2ccc(C)c(C)c2)cc1C
  1, -4, 0, -1.6, -4, 0.9, -6, 5, 1, -4.3

Already shown: an excerpt of the list.
Each structure is followed by: FBA Mtb inh, MazF activator, Rv3671c protease, Mtb UGM inh, BoNT F protease, BioA inh, GDH-TPI inh, DUSP3 inh, CCHFV vOTU inh, FadD28 FP inh
O=C(Nc1nnc(COc2ccc(F)cc2)s1)Nc1ccccc1F
  0, -4, 4, 2.5, 0, -1.0, 7, 25, 2, -5.1
CC1=CC(C)(C)N(C(=O)c2ccc(F)cc2)c2cc3c(cc21)OCO3
  0, 2, 5, -0.3, 2, ., 2, 6, -6, -0.6
CCn1c(SCC(=O)Nc2nccs2)nnc1-c1cc2cccc(OC)c2o1
  1, 0, ., ., 5, ., -3, 9, 0, -2.5

Next compounds follow:
Each structure is followed by: FBA Mtb inh, MazF activator, Rv3671c protease, Mtb UGM inh, BoNT F protease, BioA inh, GDH-TPI inh, DUSP3 inh, CCHFV vOTU inh, FadD28 FP inh
COc1ccc(NS(=O)(=O)c2ccc(C(=O)N(C)Cc3ccc(C)o3)cc2)cc1
  -1, 2, 2, 0.0, -3, -0.2, -3, ., 22, -5.6
CC1(C)CC(=O)C=C(Nc2ccc(F)cc2F)C1
  3, -2, 3, 1.5, -3, 0.1, 3, 11, 0, -0.5
CC1CCN(C(=S)NC(=O)c2cccs2)CC1
  1, -3, 8, -0.1, 0, ., 12, 3, 0, -1.3
CN(C(=O)c1cc2n(n1)C(C(F)(F)F)CC(c1ccco1)N2)c1ccccc1 (centres undefined)
  0, -10, -8, 4.3, -1, 0.5, 9, 22, -5, 0.4
CCCCCCCC1c2c(c(C)c(C)oc2=O)Oc2c(C)c(C)oc(=O)c21
  -1, 1, -6, 4.3, 0, 1.7, 0, ., -6, -3.1
CC(=O)Nc1ccc(S(=O)(=O)NC2(C(F)(F)F)NC(=O)N(c3ccc(C)cc3)C2=O)cc1 (centres undefined)
  2, 1, -9, 3.6, -4, -0.7, 1, 0, -4, -1.9
Nc1nc2c(Cl)ccc(Cl)c2s1
  0, -1, -1, 0.8, 0, ., -4, 20, -5, -2.5
Cn1c(CCN2CCN(c3ccccn3)CC2)nc2cc(NC(=O)COc3ccccc3)ccc21
  3, 3, 3, -0.1, 0, -4.5, 4, 29, 1, -0.6
COc1ccccc1-n1c(SCC(N)=O)nc2c(c1=O)SCC2
  -1, 1, -8, ., -13, 21, 10, 34, 5, -1.4
CCc1ccc(NC(=S)NC2CCN(Cc3ccccc3)CC2)cc1
  4, 2, -8, -0.2, -5, ., 7, -3, 9, 0.2
Cc1cc(C(F)(F)F)nn1CC(=O)NCc1cccs1
  3, 5, -13, 1.8, 0, ., 10, -3, 3, -0.7
N#CCCN(NC(=O)OCc1ccccc1)C(=O)OCc1ccccc1
  7, 7, ., ., -1, ., 15, ., -8, -0.5
CC(=O)c1ccc(CCCC(=O)O)cc1
  1, 2, 3, 0.4, ?, -0.1, 12, -2, -2, -1.4
Cc1ccc(Oc2ccccc2NC(=O)CN2C(=O)NC3(CCCC3)C2=O)cc1
  2, -16, -7, -1.9, 3, 3.2, 8, 18, 3, -1.7
CC(C)c1ccc(NC(=O)CCc2ccccc2)cc1
  -2, -1, 6, 1.9, -31, -0.2, -3, 22, 0, -3.2
O=C(COC(=O)c1ccc(NS(=O)(=O)c2ccc3c(c2)OCCO3)cc1)NC1CCS(=O)(=O)C1 (centres undefined)
  2, -9, 5, 0.5, -4, ., 11, -6, -2, 0.1

Rows were taken by chance. About 4.9% of those tested had a hit in this group.
